KB-V1 cytotox: KB-V1 MDR subline cytotoxicity; KB-V1 MDR cells viability, CellTiter-Glo, 72 h; Potency, µM (series often up to 46.1 µM), without a hit: at the highest dose activity change, negative = cytotoxicity, most hits filed as cytotoxic; AID 1347076; 400,000 compounds, 3.4% hits; also: % is scaled to controls: 0 for no effect and ±100 for the full control effect; nearly all actives have a fitted effect of over 60% in size
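Potencies derive from concentration-effect curves fitted to normalized luminescence (CellTiter-Glo) of KB-V1 cells treated for 72 h at 37 degrees C in phenol-red-free DMEM containing 10% FBS.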
KB-3-1 tox: KB-3-1 parental cell cytotoxicity. KB-3-1 viability, CellTiter-Glo ATP luminescence, 72 h. Potency, µM (doses to about 46.1 µM), for inactives: at the highest dose activity change, negative = cytotoxic, usual class: cytotoxic. 400,000 compounds, 1.4% hits; also: % is scaled to controls: 0 for no effect and ±100 for the full control effect; nearly all actives have a fitted effect of over 60% in size
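KB-3-1 cells, DMEM (no phenol red) + 10% FBS; compound by pin transfer, 72 h, 37 °C. Readout: CellTiter-Glo luminescence after 10 min. Data normalized, curve-fitted.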
TDP-43 yeast inh: TDP-43 toxicity inhibition in yeast | TDP-43 expressing yeast growth rescue, BacTiter-Glo, 24 h | Potency, µM (titrated, usually from 46.1 µM), for inactives: at the top dose growth rescue (activation), hits mostly activators | 410,000 compounds, 1.8% hits; also: % of control where 0% means no effect; nearly all actives have a fitted effect of over 50% in size
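Growth rescue of TDP-43-toxic yeast measured as ATP luminescence (BacTiter-Glo). Cells grown to mid-log in raffinose, induced in galactose at OD600=0.02, exposed to compound 24 hr at 30 deg C.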
GLP-1R agonist: GLP-1 receptor (human) agonism. Potency, µM (titrated, usually from 45.6 µM), for the others: top-dose activation, most hits filed as activators. P43220. HEK293 GLP-1R CRE-luciferase, luminescence, 4-6 h; cells express a hypersensitive GLP-1R form. 380,000 compounds, 0.007% hits; also: % of control where 0% means no effect
Target sequence (P43220 whole entry, looked up): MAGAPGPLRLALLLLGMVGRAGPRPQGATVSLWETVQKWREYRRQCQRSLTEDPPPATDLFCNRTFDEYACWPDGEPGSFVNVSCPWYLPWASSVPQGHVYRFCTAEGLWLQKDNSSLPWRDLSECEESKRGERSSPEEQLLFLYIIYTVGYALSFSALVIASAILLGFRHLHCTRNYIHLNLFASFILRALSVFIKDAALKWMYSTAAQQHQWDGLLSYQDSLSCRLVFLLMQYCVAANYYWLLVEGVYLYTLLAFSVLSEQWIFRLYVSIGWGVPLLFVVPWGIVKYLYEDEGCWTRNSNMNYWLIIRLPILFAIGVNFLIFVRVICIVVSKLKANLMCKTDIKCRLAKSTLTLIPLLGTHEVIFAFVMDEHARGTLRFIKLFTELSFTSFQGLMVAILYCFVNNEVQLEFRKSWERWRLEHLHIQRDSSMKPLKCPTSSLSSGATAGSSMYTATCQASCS
HT1080NT lethal: kills 2HG-producing HT-1080-NT fibrosarcoma cells | HT-1080-NT fibrosarcoma viability, CellTiter-Glo ATP luminescence, 48 h | Potency, µM (doses to about 46.1 µM), inactives show at the top dose activity, negative = less viability, hits mostly cytotoxic | 360,000 compounds, 1.6% hits;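 also: NT is the 2HG producing partner of a matched IDH1 knockdown line; 0% = DMSO-treated cells and -100% = media-only wells without cells; nearly all actives have a fitted effect of over 55% in size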
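Compounds were tested in concentration-response format on HT-1080-NT cells for 48 hours at 37 degrees C. Cell viability came from CellTiter-Glo luminescence; curves were classified by r2, response magnitude and activity.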
GLP1R inv ag: acts as inverse agonist at human GLP-1 receptor; P43220; Potency, µM (doses to about 38.3 µM), for inactives: at the top dose activity change, negative = inhibition, usual class: inhibitors; 410,000 compounds, 1.6% hits; AID 624417; HEK293 GLP-1R CRE-luciferase, luminescence, 24 h; GLP-1R form is constitutively active; also: % is scaled to controls: 0 for no effect and ±100 for the full control effect; nearly all actives have a fitted effect of over 55% in size
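Constitutively active GLP-1R drives a cAMP-responsive luciferase in stably transfected HEK293 cells; test compounds are added after overnight (12 h) attachment and left 24 hr, and signal loss in luminescence marks inhibition.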
SW480 rereplic: DNA re-replication induction in SW480 cells. Potency, µM (top dose mostly 46.1 µM), without a hit: top-dose re-replication activation, usual class: activators. 340,000 compounds, 1.8% hits. AID 624297. SW480 DNA re-replication, Hoechst DNA content imaging, 48 h; also: % of control where 0% means no effect; nearly all actives have a fitted effect of over 55% in size
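First, 250 cells per well were seeded. Next, compound or vehicle (23 nL) was pinned in, plates sat 48 hr at 37 C. Finally Hoechst was added for 40 min before fluorescence scanning.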
HT1080 IDH1KD tx: HT-1080 IDH1 knockdown cell toxicity (counter line). HT-1080 IDH1 knockdown viability, ATP luminescence, 48 h. Potency, µM (top dose mostly 46.1 µM), for inactives: at the highest dose activity, negative = toxicity, hits mostly cytotoxic. 360,000 compounds, 2% hits. AID 686971;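 also: 0% = DMSO wells and -100% = cell-free medium wells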
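Assay cells: HT-1080 with IDH1 knockdown, 750 per well, RPMI/5% FBS. Exposure: 48 h at 37 °C following 2 h pre-incubation. Read: CellTiter-Glo luminescence; fitted concentration-response, curve class assigned.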
GLP1R cytotox: cytotoxicity counter-screen for GLP-1 receptor inverse agonists; AID 624418; HEK293 cAMP-luciferase reporter cells, luminescence, 24 h; 410,000 compounds, 0.13% hits; Potency, µM (series often up to 38.3 µM), without a hit: at the top dose activity change, negative = inhibition, actives largely listed as inhibitors;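 also: loss of luciferase light is scored as toxicity; % is scaled to controls: 0 for no effect and ±100 for the full control effect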
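Here, cytotoxicity is scored as loss of luminescence. The MLSMR collection was tested on cells seeded in medium containing 10% Nu serum, with a 24 hr compound exposure preceded by 12 hours of culture.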
* marks the source's active call; other numbers are inactive results; u = inconclusive; x = no result given; & = joins results of further samples; [ ] = remark or other dose. Calls follow the shape of the dose curve; as a rule, active = well fitted curve in the direction sought with a large enough effect; inconclusive = small, poorly fitted or top-dose-only effect, or another doubt; inactive = no such curve, though single readings can be large; an effect the other way counts as inactive or inconclusive. Potency is read from the fitted curve at half-maximal effect.

Short keys – A = KB-V1 cytotox; B = KB-3-1 tox; C = TDP-43 yeast inh; D = GLP-1R agonist; E = HT1080NT lethal; F = GLP1R inv ag; G = SW480 rereplic; H = HT1080 IDH1KD tx; I = GLP1R cytotox
COc1ccc(-c2ccc(CN3C(C(C)C)C(=O)N(Cc4cn(CCC5OCCO5)nn4)CCS3(=O)=O)cc2)cc1 (centres undefined)
  A = u	B = -10%	C = 35µM*	D = 1%	E = -15%	F = u	G = x	H = -26%	I = -3%

COc1cccc(NC(=O)C2(C)CCN2C(=O)CCC2CCCC2)c1 (centres undefined)
  A = -2%	B = 0%	C = u	D = 4%	E = 6%	F = -23%	G = x	H = -5%	I = -3%

O=CNC1c2ccccc2CCc2ccccc21
  A = u	B = -1%	C = 0%	D = 17%	E = -1%	F = 8%	G = -2%	H = -26%	I = -17%

CCOc1ccc(C2SCC(=O)N2c2c(C)n(C)n(-c3ccccc3)c2=O)cc1 (centres undefined)
  A = -13%	B = -2%	C = 4%	D = 0%	E = 5%	F = 9%	G = -1%	H = 6%	I = -9%

Cc1ccc(S(=O)(=O)N2CCCCC2)cc1C(=O)Nc1ccc(N2CCOCC2)cc1
  A = -11%	B = -8%	C = 1%	D = -15%	E = -11%	F = -12%	G = -3%[9.22 µM]	H = u	I = 45%[activator]

COc1cc(OC)c(C2C(C(=O)Nc3ccccc3)=C(C)Nc3ncnn32)cc1OC (centres undefined)
  A = u	B = 1%&6%	C = -12%&-2%	D = 3%&-1%	E = -7%	F = 15%&-1%	G = 1%	H = -14%	I = 5%&-6%

O=C(CN(c1ccc(Br)cc1)S(=O)(=O)c1ccc(Cl)c([N+](=O)[O-])c1)NCC1CCCO1 (centres undefined)
  A = u	B = 0%	C = 25%	D = -58%[inhibitor]	E = u	F = u	G = u	H = u	I = u

Oc1ccc(-c2ccccc2)cc1CN1CCCCCC1
  A = 6%	B = 3%	C = -12%	D = -2%	E = u	F = u	G = u	H = -15%	I = -12%

CC(=O)Nc1nc(SCC(=O)NCC2CCCO2)[nH]c(=O)c1NC(=O)c1cccs1 (centres undefined)
  A = -4%	B = -10%	C = -15%	D = -2%	E = 0%	F = 0%	G = u	H = -4%	I = 4%

CCn1cc(C(=O)Nc2ccc(OC)c(OC)c2)c2cc(OC)c(OC)cc2c1=O
  A = u	B = 11%	C = 0%	D = 5%	E = 10%	F = 8%	G = -12%	H = 13%	I = 11%

CCOC(=O)C1CN(S(=O)(=O)c2ccc(C)cc2)c2ccccc2O1 (centres undefined)
  A = -29%	B = 2%	C = 19%	D = 9%	E = -1%	F = 6%	G = 1%	H = 3%	I = 0%

CCOc1ccccc1NC(=O)CCCc1nc2ccccc2c(=O)[nH]1
  A = 18µM*	B = 1%	C = -8%	D = -2%	E = 1%	F = -1%	G = 6%	H = u	I = u

CN1CCN(C(=O)c2ccc(-c3nn(C)c(=O)c4ccccc34)cc2)CC1
  A = -25%	B = -17%	C = 1%	D = 26%	E = 3%	F = 1%	G = 2%	H = -2%	I = 1%

COc1cccc(CNS(=O)(=O)c2ccc3c(c2)CCN3C(=O)C2CCC2)c1
  A = 3%	B = -2%	C = 22%	D = 3%	E = x	F = -2%	G = x	H = x	I = 5%

CN(C)S(=O)(=O)c1cc(NC(=O)CN2CCN(c3ccccc3O)CC2)ccc1Cl
  A = u	B = -15%	C = 13%	D = -8%	E = -15%	F = -10%[0.307 µM]	G = 2%	H = -20%	I = 10%[0.307 µM]

O=C(CN1CCN(c2ccccn2)CC1)Nc1ccc(Oc2ccccc2)cc1
  A = u	B = -3%	C = 8%	D = 1%	E = -19%	F = u	G = 0%	H = -7%	I = -4%

CCOc1ccc(N(C(=O)c2snc(C(N)=O)c2N)C(CC)C(=O)NC2CCCC2)cc1 (centres undefined)
  A = 0%	B = 0%	C = -16%	D = 2%	E = -1%	F = 13%	G = 23µM*	H = 2%	I = -3%

CCOC(=O)Cc1c(C)nc2c(-c3ccccc3)c(-c3ccccc3)[nH]n2c1=O
  A = 0%	B = u	C = -7%	D = -7%	E = u	F = -12%	G = u	H = u	I = u

CCOP(=O)(OCC)C(NC(=O)Nc1ccccc1)c1ccccc1 (centres undefined)
  A = 3%	B = 5%	C = -1%	D = -4%	E = 3%	F = -22%	G = -4%	H = 6%	I = 17%

Cc1ccc(NC(=O)CCC(=O)c2cccs2)cc1F
  A = 1%	B = 18%	C = 13%	D = 16%	E = 5%	F = 0%	G = 15%	H = 13%	I = 10%

COc1ccc2ccccc2c1C1CC(=O)N2CN(C)CSC2=C1C#N (centres undefined)
  A = 9%	B = 12%	C = 3%	D = -12%	E = 0%	F = 4%	G = 3%	H = 3%	I = 5%

Cc1n[nH]c(=S)n1/N=C/c1ccccc1OCc1ccc(Cl)cc1Cl
  A = -2%	B = -16%	C = u	D = 14%	E = 15%	F = 13%	G = u	H = 14%	I = -7%[1.53 µM]

O=C(O)CSc1nc(-c2ccccc2)cc(=O)[nH]1
  A = -7%	B = -7%	C = -9%	D = 0%	E = -13%	F = 2%	G = 8%	H = 3%	I = 9%

O=C(N[C@@H](Cc1ccc(O)cc1)C(=O)O)C(c1ccccc1)c1ccccc1
  A = 0%	B = 0%	C = 6%	D = -2%	E = 9%	F = 15%	G = 2%	H = 3%	I = 1%

COc1ccc(-n2c(-c3ccc(Br)cc3)nc(=S)c3c2CCCC3)cc1
  A = u	B = u	C = 3%	D = 2%	E = -9%	F = u	G = -2%	H = -1%	I = u

O=C(N/N=C/c1ccc(F)cc1)c1cc[n+]([O-])cc1
  A = -6%	B = 0%	C = -18%	D = 5%	E = 19%	F = 3%	G = 1%	H = 19%	I = -4%

COc1cccc(C(O)c2nc(-c3ccccc3)cs2)c1 (centres undefined)
  A = -2%	B = -1%	C = 16µM*	D = -1%	E = -3%	F = u	G = x	H = -13%	I = -7%

Cc1csc(/C(C#N)=N/O)n1
  A = u	B = 16%	C = -13%	D = 1%	E = -1%	F = 2%	G = -8%	H = 6%	I = 0%

C/C(=N\NC(=O)c1cnccn1)c1ccc([N+](=O)[O-])cc1
  A = -5%	B = 23%	C = 4%	D = 0%	E = 14%	F = 17%	G = u	H = 21%	I = 25%

O=C(Nc1ccccc1F)NC1CCCc2ccccc21 (centres undefined)
  A = 15%	B = 5%	C = -3%[1.82 µM]	D = 15%	E = 0%	F = -23%	G = -4%	H = 6%	I = -4%

CCc1ccc(S(=O)(=O)n2ccnc2)cc1
  A = 16%	B = 16%	C = 16%	D = x	E = x	F = 8%	G = x	H = x	I = -1%

COc1ccccc1/C=C/CN1CCN(Cc2ccc(C)o2)C(CCO)C1 (centres undefined)
  A = 1%	B = -2%	C = -9%[0.397 µM]	D = 10%	E = -4%	F = u	G = -14%	H = -17%	I = -4%

Cc1cc(F)ccc1S(=O)(=O)Nc1cc2c(C(=O)O)c(C)oc2c2ccccc12
  A = 1%	B = 3%	C = 4%	D = x	E = x	F = -19%	G = x	H = x	I = 0%

O=C(C=C1SCCS1)/C=C/c1ccco1
  A = 0%	B = -1%	C = -4%	D = -16%	E = -1%	F = 0%	G = -3%	H = -5%	I = u

Cc1ccc(-c2nc(N3CCCC(C)C3)c3ccccc3n2)cc1 (centres undefined)
  A = 2%	B = -2%	C = 27%	D = 0%	E = x	F = 3%	G = x	H = x	I = 3%

CN(CC(=O)Nc1cccc(F)c1)C(=O)c1ccc(N2C(=O)c3ccccc3C2=O)cc1
  A = -17%	B = 9%	C = -28%	D = -3%	E = -2%	F = 19%	G = -4%	H = -5%	I = -3%

Cc1ccc(NS(=O)(=O)c2ccc(NC(=O)C3CCCO3)cc2)cc1 (centres undefined)
  A = 13µM*	B = -28%	C = 13%	D = 17%	E = -12%	F = 5%	G = -4%	H = -8%	I = -4%

Cc1nc2ccccc2c2nc3ccccc3n12
  A = 7%	B = 12%	C = 13µM*	D = 10%	E = u	F = 24%	G = 23%	H = 0%	I = -19%

Cc1cccc(Nc2ncnc3onc(-c4cccc(Cl)c4)c23)c1
  A = -13%	B = 2%	C = 19%	D = 11%	E = 1%	F = u	G = 7%	H = -1%	I = 5%

COc1ccc(CC2(CO)CCN(Cc3cnn(-c4ccccc4)c3)CC2)cc1
  A = -2%	B = -16%	C = -6%[9.22 µM]	D = 6%	E = u	F = -26%[7.66 µM]	G = 14%	H = u	I = 1%[7.66 µM]

CCCN1Cc2cccc(C(=O)NC(CC(=O)OCC)c3ccc(OC(C)C)cc3)c2C1=O (centres undefined)
  A = u	B = 5%	C = -11%	D = 28%	E = -15%	F = u	G = 1%	H = -9%	I = -16%

Profiles as entered above.
Cc1nc2ccccc2c2nc3ccccc3n12 across the screens: KB-V1 cytotox = 7%; KB-3-1 tox = 12%; TDP-43 yeast inh = 13µM*; GLP-1R agonist = 10%; HT1080NT lethal = u; GLP1R inv ag = 24%; SW480 rereplic = 23%; HT1080 IDH1KD tx = 0%; GLP1R cytotox = -19%
CN(CC(=O)Nc1cccc(F)c1)C(=O)c1ccc(N2C(=O)c3ccccc3C2=O)cc1 across the screens: KB-V1 cytotox = -17%; KB-3-1 tox = 9%; TDP-43 yeast inh = -28%; GLP-1R agonist = -3%; HT1080NT lethal = -2%; GLP1R inv ag = 19%; SW480 rereplic = -4%; HT1080 IDH1KD tx = -5%; GLP1R cytotox = -3%
Cc1ccc(-c2nc(N3CCCC(C)C3)c3ccccc3n2)cc1 (centres undefined) across the screens: KB-V1 cytotox = 2%; KB-3-1 tox = -2%; TDP-43 yeast inh = 27%; GLP-1R agonist = 0%; HT1080NT lethal = x; GLP1R inv ag = 3%; SW480 rereplic = x; HT1080 IDH1KD tx = x; GLP1R cytotox = 3%
